Source: PubChem
BL2 CD40 inh: CD40 pathway inhibition in BL2 cells | hit rate 0.94% among 83,000 | inhibition, % at 10 µM | BL2 NF-kB luciferase reporter, CD40L-induced, 4 h;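 active = mean inhibition of at least 50% with a set share of replicates also reaching that level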;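 also: 0% = neutral control wells and 100% = IKK inhibitor VII at 50 µM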
Numbers without * were called inactive; [ ] = dose if it differs, or a comment. An excerpt; the hit share may differ from the screen's.

Compound | BL2 CD40 inh
Cc1ccc(CC(=O)Nc2cccc(C(=O)Nc3c(C)n(C)n(-c4ccccc4)c3=O)c2)cc1C | 1.2
Cn1c(=O)c2c(nc(SCc3ccccc3)n2Cc2ccc(Cl)cc2)n(C)c1=O | 24.0
COc1cc(C(=O)OCC(=O)Nc2ccccc2)cc2c1OCCO2 | -4.4
Cc1ccc(N2CC(C(=O)Nc3cccc(C(=O)NC4CC4)c3)CC2=O)cc1 (stereo not drawn) | 8.5
Cc1cc(C)c2c(NC(=S)NC(=O)c3ccccc3)n[nH]c2n1 | -6.7
O=C(Nc1ccc(F)cc1)N1C[C@H]2[C@@H](c3ccccc31)[C@@H](CO)N2C(=O)Cc1ccccc1 | 4.6[25 µM]
Cc1cc(NC(=O)CN2CCN(S(=O)(=O)c3ccc4ccccc4c3)CC2)no1 | 10.5
C/C=C/c1ccc([C@H]2[C@@H](CO)N3C(=O)CN(Cc4ccc(F)cc4)C[C@H]23)cc1 | 5.0[25 µM]
COC(=O)c1ccccc1NC(=O)C1CCN(C(=O)N2CCOc3ccccc32)CC1 | 12.7
CCOc1cc(S(=O)(=O)N(CC)CC)ccc1F | 12.3
CC(C)C#Cc1ccc([C@H]2[C@@H](CO)N3C(=O)CN(C(=O)NC4CCCC4)C[C@@H]23)cc1 | -1.5[25 µM]
O=C1CCCc2nc(N3CCN(C(=O)c4ccco4)CC3)ncc21 | -57.0
CO[C@@H](CN(C)Cc1cc(F)ccc1F)[C@@H](C)CN([C@@H](C)CO)S(=O)(=O)c1ccc(C)cc1 | 14.1[25 µM]
O=C(COC(=O)/C=C/c1cccc(C(F)(F)F)c1)NCCN1C(=O)CSC1=O | 5.1
Cc1ccc(NC(=O)c2nc(C)n(-c3ccc([N+](=O)[O-])cc3)n2)cc1 | -8.3
O=C(Cn1cc(C(=O)C2CC2)c2ccccc21)NCC1CCCO1 (stereo not drawn) | 3.4
C[C@H](CO)N1C[C@H](C)[C@@H](CN(C)Cc2cccc(C(F)(F)F)c2)OCc2ccccc2-c2ccccc2C1=O | -10.6[25 µM]
O=C(CCN1CCCC1=O)NC1CCCc2c1cnn2-c1ccc(F)cc1F (stereo not drawn) | -31.8
Cc1cc(C)nc(/N=C(\N)N2CCc3ccccc32)n1 | -45.1
O=C(C1CCCCC1)N1CC(=O)N2[C@H](CO)[C@@H](c3ccc(-c4ccccc4F)cc3)[C@H]2C1 | 21.0[25 µM]
CC(C)c1ccc(S(=O)(=O)Nc2ccc(-n3cnnn3)cc2)cc1 | 11.9
CC(=O)Nc1ccc(OC(F)(F)C(F)F)c(NC(C)=O)c1 | 2.9
O=C(COc1ccc(S(=O)(=O)N2CCOCC2)cc1Cl)NCC1CCCO1 (stereo not drawn) | 1.8
CCOCc1nnc(NC(=O)c2cc(OC)cc(OC)c2)s1 | 14.8
O=C(CSc1ncccn1)NCc1cccc(Cl)c1 | -60.5
Cc1nc2c(C#N)cnn2c2c1CCN2CC1CCCO1 (stereo not drawn) | 6.2
COC(=O)c1cc(N2CCN(C)CC2)nc2ccccc12 | 16.7
COc1ccc(/C=N/NC(=O)c2ccc(Cl)cc2)cc1Cn1cc(Cl)cn1 | 14.0
N#Cc1c(N)nc2c(c1-c1cccs1)CCCC2 | 11.9
Cn1nc(-c2ccccc2)c(CO)c1Oc1ccc(F)cc1 | -10.2
CCOC(=O)c1c(N)sc(C(=O)OC)c1C | 0.4
CN(C)c1ccc(NC(=O)c2ccc(Cn3cc([N+](=O)[O-])cn3)cc2)cc1 | -84.0
O=c1[nH]nnc2sc3c(c12)CCCC3 | 2.1
CCC(c1nnc(SCC(=O)NCCc2ccc(OC)c(OC)c2)n1Cc1ccccc1)N(C)C (stereo not drawn) | 2.4
CCC(NS(=O)(=O)c1ccc(C)cc1)C(=O)O (stereo not drawn) | 10.2
CN1CCN(c2ccc(NC(=O)c3cccc(S(=O)(=O)N4CCCC4)c3)cc2)CC1 | -1.3
COc1ccccc1OCCNC(=O)c1ccc2c(c1)OCCO2 | -35.2
NC(=O)c1c(NC(=O)CN2CCOCC2)sc2c1CCC2 | 10.2
N#Cc1ccc(OCC(O)CS(=O)(=O)c2ccc(F)cc2)cc1 (stereo not drawn) | -20.4
CCCCCCC(=O)Nc1nnc(CC)s1 | -4.0
COc1ccccc1CNC(=O)c1cc2c(C)nn(Cc3ccc(F)cc3)c2s1 | 2.1
O=C(Cc1ccccc1)Nc1ccccc1C(=O)N1CCCCC1 | -2.0
O=C(CNC(=O)c1cccc(F)c1)OCCOc1cccc(Cl)c1 | -5.3
O=C(Oc1c(CN2CCOCC2)cc(Cl)c2cccnc12)c1ccccc1 | -50.7
Cc1cc(C)c2nc(N)sc2c1 | -42.4
O=C(COc1ccc(Cl)cc1)NCc1ccncc1 | 5.0
CCn1cc(CN2CCC(C(=O)Nc3ccc(Oc4ccccc4F)cc3)CC2)cn1 | -1.6
NC(CCc1ccccc1)c1csc(Nc2cnccn2)n1 (stereo not drawn) | 17.0
CC(=O)Oc1cccc(C(=O)Nc2ccccc2C(=O)N2CCCC2)c1 | -2.5
COc1cc2ccccc2cc1C(=O)Nc1cccnc1 | -120.0
CCOC(=O)C1CCCN(Cc2c(C(=O)N3CCCCC3)nc3c(C)cccn23)C1 (stereo not drawn) | -10.4
CC(C)NC(=O)N1[C@H](C#N)[C@H](c2ccc(C#CC3CCCCC3)cc2)[C@@H]1CO | 9.4
CCNc1nnc(SCC(=O)c2c(N)n(C3CC3)c(=O)[nH]c2=O)s1 | 1.3
Nc1nc(Nc2ccccc2)nc2c1ncn2C1OC(CO)C(O)C1O (stereo not drawn) | -8.1[25 µM]
CCCCN(C(=O)CSCC(=O)Nc1ccc(C)cc1)c1c(N)n(CCCC)c(=O)[nH]c1=O | -3.2
COc1cccc(-c2nc3ccc(C(=O)NC(C)Cc4cccnc4)cc3o2)c1 (stereo not drawn) | -78.9
N#C[C@@H]1[C@H](c2ccccc2C2=CCCC2)[C@H](CO)N1C(=O)C1CCC1 | -1.3[25 µM]
Cc1ccc(S(=O)(=O)N[C@@H]2CC[C@@H](CC(=O)NCc3ccncn3)O[C@H]2CO)cc1 | 1.3[25 µM]
CC(C)COC(=O)N(C)C[C@@H]1OCc2ccccc2-c2ccccc2C(=O)N([C@H](C)CO)C[C@H]1C | 7.3[25 µM]
COC(=O)c1ccc(NC(=O)CSCc2ccc(C)cc2)cc1 | -0.8

4 compounds from above, arranged by heavy-atom count, high to low.
Compound | BL2 CD40 inh
N#C[C@@H]1[C@H](c2ccccc2C2=CCCC2)[C@H](CO)N1C(=O)C1CCC1 | -1.3[25 µM]
NC(CCc1ccccc1)c1csc(Nc2cnccn2)n1 (stereo not drawn) | 17.0
O=C(COc1ccc(Cl)cc1)NCc1ccncc1 | 5.0
Cc1cc(C)c2nc(N)sc2c1 | -42.4

Other structures follow:
Compound | BL2 CD40 inh
O=C(C1CC1)N1[C@@H](CO)[C@@H]2c3ccccc3NC[C@@H]21 | 6.1
CC(C)(C)[S@@](=O)N1Cc2cc(C(=O)N3CCc4ccccc4C3)nc(-c3cccc(-c4cncnc4)c3)c2[C@H]1CCO | -24.0[25 µM]
C[C@H]1CN(C)C(=O)c2cccnc2O[C@@H]1CN(C)C | 2.1
Fc1ccc(C2CCNCC2COc2ccc3c(c2)OCO3)cc1 (stereo not drawn) | 24.7
C[C@@H]1CN([C@@H](C)CO)C(=O)c2c(c3ccccc3n2C)-c2ccccc2CO[C@@H]1CN(C)C(=O)Nc1ccc2c(c1)OCO2 | 17.8[25 µM]
CSCCC(NC(=O)c1ccc(C)o1)C(=O)O (stereo not drawn) | 0.9
CC(=O)Nc1ccc(S(=O)(=O)N[C@@H](C)C(=O)OCC(=O)c2ccc[nH]2)cc1 | 9.2
C[C@H](NC(=O)C1CC(=O)N(c2ccc3c(c2)OCO3)C1)C(=O)NCc1ccco1 (stereo partly drawn) | 5.5
CCOC(=O)CN1C(=O)CCSc2ccc(Cl)cc21 | 4.1
COc1ccccc1NC(=O)Cn1nc(Cc2cccnc2)c2ccccc2c1=O | -2.8
COc1ccc(NC(=O)c2cc(-c3cc(F)ccc3OC)n[nH]2)cc1OC | -9.9
CCCCOCCCNS(=O)(=O)c1ccccc1 | 4.3
O=C(Cc1c[nH]c2ccccc12)N1CCN(c2ccccc2)CC1 | 9.0
O=C(Cc1ccsc1)NCC(c1ccco1)N1CCCCC1 (stereo not drawn) | -4.1
O=C(C[C@@H]1C[C@H]2c3cc(NC(=O)Nc4ccccc4F)ccc3O[C@H]2[C@H](CO)O1)NCCc1ccccc1 | 6.7[25 µM]
Cn1c(NCc2cccnc2)nc2c1c(=O)n(Cc1ccccc1F)c(=O)n2C | 6.2
Cc1ccc(NC(=O)CSCC(=O)NCCc2ccccc2)c(C)c1 | 4.7
Cc1cc(C(=O)COc2ccc(-c3nnco3)cc2)c(C)n1Cc1ccccc1 | 4.6
c1ccc(Cn2nnnc2C(c2cccs2)N2CCSCC2)cc1 (stereo not drawn) | 2.0
CCCCn1c(N)c(N(CC)C(=O)C2CCC2)c(=O)[nH]c1=O | 4.9
O=C(COC(=O)c1ccccc1)Nc1cccc(S(=O)(=O)N2CCCCC2)c1 | -0.2
CO[C@@H](C(=O)N(C)C[C@@H]1OCc2ccccc2-c2c(n(C)c3ccccc23)C(=O)N([C@@H](C)CO)C[C@@H]1C)c1ccccc1 | -8.0[25 µM]
COc1ccc(CCNC(=O)CSc2nc3ccsc3c(=O)n2Cc2ccccn2)cc1OC | -4.0
O=C(Nc1nccs1)C1CCN(S(=O)(=O)c2ccc3c(c2)OCCCO3)CC1 | 7.7
CCCOc1ccc(C(F)(F)F)cc1NS(=O)(=O)c1ccc(Cl)nc1 | 4.5
Cc1nn(C)c(C)c1S(=O)(=O)N1CCC(C(=O)NC2CCCc3ccccc32)CC1 (stereo not drawn) | 5.2
CCC(=O)Nc1ccc(C(=O)COC(=O)c2nc3nccc(C)n3n2)cc1 | -0.4
C[C@H]1CN([C@@H](C)CO)C(=O)CCCn2nncc2CO[C@@H]1CN(C)Cc1ccc(C(=O)Nc2ccccc2N)cc1 | -17.4[25 µM]
O=S(=O)(Nc1cccc2ccccc12)c1cccc2nonc12 | -0.6
COc1ccc2oc(C(=O)OCC(=O)NCCN3C(=O)CSC3=O)c(C)c2c1 | -3.1
COc1ccc(CNC(=O)c2noc3c2CCCC3)cc1 | -61.1
CCCNC(=O)N1CC2(C1)[C@H](c1ccccc1)[C@@H](CO)N2C(=O)CC1CC1 | 0.7[25 µM]
O=C(O)c1ccccc1-c1ccccc1C(=O)Nc1ccc2c(c1)oc(=O)c1ccccc12 | 6.3
O=C(O)C1CCN(c2nc(-c3ccccc3)nc3c2oc2ccccc23)CC1 | 7.5
Cc1ccc(NC(=O)Cc2cc(C(=O)O)c3ccccc3n2)c(C)c1 | 17.0
Cc1ccsc1CN(C)C(=O)c1ccc(Oc2ccccc2)cc1 | -22.5
O=C(COC(=O)c1ccc(Cl)nc1)Nc1c(Cl)cccc1C(F)(F)F | 1.2
C=CCOc1cccn2c(N(C)C(=O)c3ccc(OC)cc3)c(CC)nc12 | 1.4
Cc1ccc(S(=O)(=O)N2CCN(C(=O)c3c(-c4ccccc4)noc3C)CC2)cc1 | 1.6
O=C(Cc1ccc2cccnc2c1)c1ccc(O)cc1O | -77.0
C[C@H](CO)N1C[C@H](C)[C@H](CN(C)C(=O)Nc2ccc(F)cc2)Oc2c(NC(=O)Nc3ccc(C(F)(F)F)cc3)cccc2C1=O | 25.4
CC(Oc1cccnc1[N+](=O)[O-])C(=O)Nc1ccc(F)cc1 (stereo not drawn) | 6.7
CN1C(=O)c2cc(NC(=O)c3cnccn3)ccc2OC[C@H]2O[C@H](CC(=O)N[C@@H]3CCN(Cc4ccccc4)C3)CC[C@@H]21 | -22.0[25 µM]
COc1ccc(S(=O)(=O)N2CCN(C(=O)c3cc(C)on3)CC2)cc1 | 5.1
CN(C)CCCOC(=O)Cc1ccc(Cl)cc1 | 8.3
O=C(Nc1cccc(C(=O)O)c1)/C(=C\c1ccc2c(c1)OCO2)NC(=O)c1ccco1 | -11.1
Cc1cccc(C)c1NC(=O)CN(C)C(C)C(=O)Nc1ccccc1-c1ccccc1 (stereo not drawn) | 7.7
O=S(=O)(NNc1cccc(Cl)n1)c1ccc(Cl)cc1 | 15.6
COc1cc(C(=O)NCCc2ncccc2C)ccc1OC1CCN(C(C)=O)CC1 | 12.5
CC1(C(=O)NS(=O)(=O)c2ccc(Cl)cc2)CCN1C(=O)c1cccc(F)c1 (stereo not drawn) | 3.2
O=C(c1ccncc1)N1CC2(C1)[C@@H](c1ccccc1)[C@@H](CO)N2CC1CC1 | -8.7[25 µM]
CCN(Cc1ccccc1)C(=O)c1cccc(S(=O)(=O)N2CCN(Cc3ccccc3)CC2)c1 | 25.0
O=C(Nc1ccccc1)N1CCCN(Cc2c(F)cccc2Cl)CC1 | -3.2
COc1ccc2c3c(n(C)c2c1)[C@@H](CO)NCC31CN(S(=O)(=O)c2ccc(C)cc2)C1 | -8.9[25 µM]
CO[C@H]1CN(C)C(=O)c2ccc(NS(C)(=O)=O)cc2OC[C@@H](C)N(C(=O)C2CCCC2)C[C@H]1C | -13.6
O=C(NCCCN1CCOCC1)c1cccs1 | 9.8
COc1ccc(S(=O)(=O)Nc2ccc3c(c2)[C@H]2C[C@H](CC(=O)N(C)C)O[C@@H](CO)[C@H]2O3)cc1 | 1.2[25 µM]
O=C(Nc1nnc(S(=O)(=O)N2CCN(c3ccc(F)cc3)CC2)s1)c1ccccc1 | -20.8
CCCNC(=O)CN(C)S(=O)(=O)c1ccc(F)cc1 | 4.5
O=C(C1CC1)N1CC[C@@H]2[C@H](CO)Nc3ccc(-c4cccc(F)c4)cc3[C@@H]21 | -79.6
